E coli Lon inh: inhibitors of E. coli Lon protease; P0A9M0; purified E. coli Lon protease, fluorescence polarization; inhibition, % at 7.94 µM; 360,000 tested, 0.42% active; AID 602123; in the data active = inhibition above about 13%, passing the limit was not always enough;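 also: 0% = enzyme with probe and DMSO and 100% = no enzyme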
Rpn11 block: Rpn11 (human) deubiquitinase inhibition | O00487 | human 26S proteasome, Ub4-pepOG fluorescence polarization; 20S core pre-blocked with epoxomicin | calls only at 20 µM | 360,000 tested, 0.59% active | AID 588493;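 active = inhibition at 20 µM, scaled to each plate's controls, above about 33%, limit read from the data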
Target sequence (O00487 whole entry, looked up): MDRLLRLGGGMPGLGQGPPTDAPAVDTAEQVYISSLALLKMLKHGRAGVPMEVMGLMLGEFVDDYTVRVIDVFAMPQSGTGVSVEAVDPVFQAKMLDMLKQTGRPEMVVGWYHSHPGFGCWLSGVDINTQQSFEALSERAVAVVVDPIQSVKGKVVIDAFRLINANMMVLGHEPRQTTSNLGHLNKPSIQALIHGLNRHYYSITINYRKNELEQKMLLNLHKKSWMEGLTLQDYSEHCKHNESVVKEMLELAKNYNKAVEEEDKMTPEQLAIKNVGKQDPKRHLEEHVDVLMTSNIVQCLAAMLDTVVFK
bovine MsrA act: bovine methionine sulfoxide reductase A activation; purified bovine MsrA, absorbance read-out; activation, % at 10.6 µM; 360,000 tested, 0.3% active; in the data active = activation above about 7.5%;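 also: 0% = vehicle and 100% = reference activator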
MsrA inh: bovine MsrA inhibition; purified bovine MsrA, absorbance read-out; inhibition, % at 15.5 µM; 360,000 tested, 0.75% active; AID 651718; in the data active = inhibition above about 4.5%;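 also: 0% = vehicle wells with enzyme and 100% = reference inhibitor wells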
CSN deneddyl inh: inhibitors of human CSN-mediated cullin deneddylation | 360,000 tested, 0.38% active | Purified CSN, SCF-Nedd8-OG deneddylation, fluorescence polarization | AID 651999 | inhibition, % at 12.5 µM | Q92905;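 active = pattern-corrected inhibition above about 35%, with an unprinted fluorescence ratio check between 0.5 and 1.5, limit read from the data, passing the limit was not always enough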;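 also: 0% = enzyme with substrate and 100% = substrate without enzyme; some results filed as inactive read as strong as hits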
Target sequence (Q92905 whole entry, looked up, one chain of several): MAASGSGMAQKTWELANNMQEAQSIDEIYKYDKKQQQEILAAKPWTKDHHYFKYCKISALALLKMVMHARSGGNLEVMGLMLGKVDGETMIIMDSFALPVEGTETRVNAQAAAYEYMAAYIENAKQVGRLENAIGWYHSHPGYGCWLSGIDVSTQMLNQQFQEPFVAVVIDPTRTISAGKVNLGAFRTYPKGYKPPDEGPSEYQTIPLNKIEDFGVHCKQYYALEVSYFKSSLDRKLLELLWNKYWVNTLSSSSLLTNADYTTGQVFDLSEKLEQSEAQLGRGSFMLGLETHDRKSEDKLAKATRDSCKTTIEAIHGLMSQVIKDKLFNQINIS
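Schedule: reaction 90 min, room temperature / Assay system: HEK293T-derived human Csn5 enzyme / Input: Csn5 at 0.24 nM final / Measure: inhibition of Csn5 cleavage, % / Control set: substrate-only high control, full reaction low control / Technique: fluorescence polarization of the substrate / Buffer or medium: Tris/NaCl/DTT buffer, pH 7.5 / Reagent: SCFSkp2-Nedd8OG substrate at 10 nM final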
PABP1 MLLE inh: blocks PAM2 peptide binding to the PABP1 MLLE domain. P11940. GST-MLLE / FITC-PAM2 fluorescence polarization. inhibition, % at 20 µM. 360,000 tested, 0.36% active; in the data active = inhibition above about 35%, passing the limit was not always enough;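 also: plate controls were DMSO wells with GST-MLLE for no effect and wells lacking GST-MLLE protein for full effect; some results filed as inactive read as strong as hits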
FAS-TE inh: blocks the thioesterase domain of human fatty acid synthase; 360,000 tested, 0.67% active; recombinant FAS-TE, OMFH fluorogenic substrate, fluorescence endpoint; AID 602261; inhibition, % at 15 µM;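 active = compounds whose normalised, plate-corrected inhibition of enzyme fluorescence in the single-dose primary screen is 50% or more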;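 also: 0% = DMSO with enzyme and 100% = substrate without enzyme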
MT1-MMP act inh: blocks activation of human MT1-MMP. P50281. HT1080 RFP-PRO-GFP cells, GFP/RFP ratio fluorescence, overnight; percent of plate control window, DMSO zero. GFP/RFP ratio change, % at 20 µM. AID 651647. 360,000 tested, 0.061% active;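 active = GFP/RFP ratio change of at least 30% with cell ATP level not reduced by more than half and red fluorescence within 50% of control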; also: strong numbers were not always called active
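Test system: HT1080 cells expressing an RFP-PRO-GFP fluorescent reporter construct / Compound dosing: single-point 20 µM compound, 1% DMSO / Schedule: cells overnight before dosing, compound overnight, 37 °C, 5% CO2 / Evaluation: GFP/RFP fluorescence ratio / Control set: DMSO and RFP-L50D-GFP cell wells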
Rin1-Abl PPI inh: blocks binding of human Rin1 to Abl. TR-FRET Rin1/Abl binding, biochemical. inhibition, % at 7.35 µM. 360,000 tested, 0.4% active; in the data active = inhibition above about 5%, passing the limit was not always enough
An asterisk follows results filed as active; i = inactive; · = not tested or not shown.

The first 7 entries, to show the layout:
SMILES	E coli Lon inh	Rpn11 block	bovine MsrA act	MsrA inh	CSN deneddyl inh	PABP1 MLLE inh	FAS-TE inh	MT1-MMP act inh	Rin1-Abl PPI inh
COc1cccc(-c2nnc(NC(=O)c3ccccc3Br)o2)c1	10	i	-1	-1.0	5	-28	-1	4	-3
OCCCc1cn(CC2CCCCC2)nn1	15	i	-2	0.9	-1	-4	-10	6	4
O=C(Nc1ccc(F)cc1)Nc1ccc2ccccc2n1	1	i	-3	-0.2	5	7	-3	-1	2
O=C(NCCC1=CCCCC1)C1CC(=O)N(C2CCCCC2)C1 (configuration not stated)	9	i	-2	0.1	2	11	5	1	-2
CCCCN1C(Nc2ccccc2)=NC[C@@H]1C	0	i	-2	-0.7	-6	3	-8	0	-1
O=C1C=CC(=O)N1c1cccc(-c2ccccc2)c1	0	i	-8	0.2	1	30	11	3	-3
CCOC(=O)c1[nH]c(CN2CCN(c3ccc(OC)cc3)CC2)c(C(=O)OCC)c1C	-4	i	0	0.5	-2	3	11	-4	-1

The list itself, previewed entries included:
SMILES	E coli Lon inh	Rpn11 block	bovine MsrA act	MsrA inh	CSN deneddyl inh	PABP1 MLLE inh	FAS-TE inh	MT1-MMP act inh	Rin1-Abl PPI inh
COc1cccc(-c2nnc(NC(=O)c3ccccc3Br)o2)c1	10	i	-1	-1.0	5	-28	-1	4	-3
OCCCc1cn(CC2CCCCC2)nn1	15	i	-2	0.9	-1	-4	-10	6	4
O=C(Nc1ccc(F)cc1)Nc1ccc2ccccc2n1	1	i	-3	-0.2	5	7	-3	-1	2
O=C(NCCC1=CCCCC1)C1CC(=O)N(C2CCCCC2)C1 (configuration not stated)	9	i	-2	0.1	2	11	5	1	-2
CCCCN1C(Nc2ccccc2)=NC[C@@H]1C	0	i	-2	-0.7	-6	3	-8	0	-1
O=C1C=CC(=O)N1c1cccc(-c2ccccc2)c1	0	i	-8	0.2	1	30	11	3	-3
CCOC(=O)c1[nH]c(CN2CCN(c3ccc(OC)cc3)CC2)c(C(=O)OCC)c1C	-4	i	0	0.5	-2	3	11	-4	-1
COc1ccccc1C(=O)NCc1nnc(SC(C)C(=O)Nc2nccs2)n1C (configuration not stated)	-15	i	-3	-1.5	-2	2	-5	-2	2
CCOC(=O)C(C)Sc1nnc(Cn2c(=O)sc3ccccc32)n1-c1ccccc1 (configuration not stated)	7	i	-7	-1.6	4	-1	-6	8	4
O=C(O)CCN1C(=O)c2ccccc2C1=O	10	i	1	-1.9	-5	1	-2	1	-1
CCCS(=O)(=O)N1CCC(C(=O)NCCCOCC)CC1	4	i	-5	0.4	-4	4	-10	5	4
c1csc(CCNc2ncnc3sc4c(c23)CCC4)c1	6	i	-2	-1.4	-4	-4	21	1	0
Cc1ccc(C(=O)N2CCN(c3ccccc3)CC2)cc1NC(=O)c1ccco1	-11	i	-4	-1.4	0	8	-5	4	0
CCc1cc(=O)[nH]c(SCCC(F)=C(F)F)n1	-4	i	-2	1.6	-11	3	-1	3	2
CC1(C(=O)NS(=O)(=O)c2ccc(F)cc2F)CCN1C(=O)Cc1ccccc1Cl (configuration not stated)	-4	i	-3	1.0	-5	1	-8	0	-1

Reformatted with two lines to a compound: three of the compounds above.
Second line of a record – E coli Lon inh | Rpn11 block | bovine MsrA act | MsrA inh | CSN deneddyl inh | PABP1 MLLE inh | FAS-TE inh | MT1-MMP act inh | Rin1-Abl PPI inh
CCOC(=O)c1[nH]c(CN2CCN(c3ccc(OC)cc3)CC2)c(C(=O)OCC)c1C
  -4 | i | 0 | 0.5 | -2 | 3 | 11 | -4 | -1
COc1ccccc1C(=O)NCc1nnc(SC(C)C(=O)Nc2nccs2)n1C (configuration not stated)
  -15 | i | -3 | -1.5 | -2 | 2 | -5 | -2 | 2
CCOC(=O)C(C)Sc1nnc(Cn2c(=O)sc3ccccc32)n1-c1ccccc1 (configuration not stated)
  7 | i | -7 | -1.6 | 4 | -1 | -6 | 8 | 4

Additional entries follow:
SMILES	E coli Lon inh	Rpn11 block	bovine MsrA act	MsrA inh	CSN deneddyl inh	PABP1 MLLE inh	FAS-TE inh	MT1-MMP act inh	Rin1-Abl PPI inh
Cc1cnc(C(=O)OCc2ccc(Br)cc2)cn1	-5	i	-3	-0.9	-1	-6	0	-4	2
O=C(O)CN=C(NS(=O)(=O)c1ccc(Cl)cc1)c1ccc(F)cc1	-10	i	-3	1.3	1	-11	-2	1	4
COc1ccc(OCc2nn3c(-c4cccc(OC)c4)nnc3s2)cc1	4	i	-3	0.8	5	-14	13	9	-3
CCOc1ccc(S(=O)(=O)N2CCOCC2)cc1NC(=O)CN1C(=O)NC(C)(c2ccc(C)cc2)C1=O (configuration not stated)	-8	i	-2	1.6	-3	11	5	5	-1
O=C(Nc1ccccc1)c1cccc(-c2nnc(-c3ccccc3)o2)c1	0	i	-1	1.6	-5	-5	2	0	0
O=C(COC(=O)c1ccc(O)cc1)Nc1cc(C(F)(F)F)ccc1N1CCOCC1	2	i	-10	-1.0	-5	15	-2	4	-1
CCOc1cc(C2NC(=O)c3ccccc3O2)ccc1OC (configuration not stated)	-6	i	-2	2.8	1	4	-3	2	-1
CC(=O)N(C)C[C@@H]1Oc2ncc(Br)cc2C(=O)N([C@H](C)CO)C[C@@H]1C	-3	i	0	-1.0	-1	9	-4	-1	-2
COc1cccc([C@@H]2CC=C(C(=O)O)CN2S(=O)(=O)c2ccc(C)cc2)c1	2	i	-3	-0.6	0	-1	-7	-1	1
CC1(C)CC(=O)C2=C(C1)Oc1ncn(CCO)c(=N)c1C2c1ccccc1 (configuration not stated)	0	i	0	0.4	3	-3	-8	4	4
CCCCNC(=O)c1ccccc1NS(=O)(=O)c1ccc2c(c1)OCCO2	-2	i	-8	0.1	-6	15	0	-3	-1
CCOc1ccc(CCNC(=O)c2cc([N+](=O)[O-])ccc2N2CCOCC2)cc1OCC	3	i	-4	0.9	6	2	9	-4	-4
O=C(c1cc2ccccc2o1)N1CCN(S(=O)(=O)c2ccc(Cl)s2)CC1	7	i	-2	0.2	5	-23	28	-3	-2
CCNc1ccc(C(=O)OC(C(=O)NC(N)=O)C(C)C)cc1[N+](=O)[O-] (configuration not stated)	9	i	1	-0.2	-8	8	-2	-5	0
COc1ccc(N2CCN(S(=O)(=O)c3ccc(OC)cc3)CC2)cc1	6	i	-2	0.0	-2	-4	31	2	3
Cc1c(Cl)cccc1NC(=O)COC(=O)c1ccc(CN2CCCC2=O)cc1	-3	i	-1	-0.5	-1	4	-4	6	0
O=[N+]([O-])c1ccc(CN2CCN(c3ncccn3)CC2)cc1	-5	i	-3	0.2	-3	10	0	4	3
Cc1ccsc1C(C(=O)NC1CCCCC1)N(C(=O)c1csnn1)C1CC1 (configuration not stated)	-12	i	4	1.4	-1	22	1	-2	2
NC(=O)COC(=O)c1ccc(S(=O)(=O)NCc2ccco2)cc1	-8	i	0	-0.2	-4	3	-3	0	3
COCCCNC(=O)Cn1cnc2c(OCc3ccccc3)ncnc21	2	i	-8	-0.6	1	-3	-8	2	0
O=C(Cc1cccs1)NCc1ccccc1Br	46	i	-2	1.2	2	3	0	1	-1
O=C(NCCN1C(=O)S/C(=C\c2ccc(Cl)c(Cl)c2)C1=O)c1ccc2c(c1)C(=O)N(Cc1ccncc1)C2=O	3	i	-6	-0.1	7	-3	3	-6	1
Cc1nc(N)nc(N)c1Oc1ccc(Cl)cc1	-12	i	-4	0.2	7	3	-5	1	1
O=C(/C=C/c1ccccc1[N+](=O)[O-])OCC(=O)c1ccccc1	-8	i	-2	0.4	1	-11	29	5	-1
CC(=O)NCCc1nc2cc(NC(=O)c3cccs3)ccc2n1C	11	i	3	2.2	1	8	-6	3	-2
CC1O[C@@H](O[C@H](C)CC[C@@H](C)O[C@H]2OC(C)[C@@H](O)C[C@H]2O)C(O)C[C@H]1O (some centres not stated)	-10	i	-4	-1.1	3	-4	-15	0	1
COc1ccc(-c2csc(N(CCCN(C)C)C(=O)c3ccccc3Cl)n2)cc1	-6	i	-2	-1.9	7	14	8	-17	-2
COCC(=O)Nc1c(C(=O)N2CCCC2)oc2ccccc12	5	i	-9	-0.6	-2	-4	-2	2	1
COc1ccc(OCC(=O)N2CCN(C(=O)c3cccc4ccccc34)CC2)cc1	-17	i	1	-0.8	0	-4	-4	-1	-4
COC(=O)c1c(C)[nH]c(C(=O)/C=C/c2cccc(Cl)c2)c1C	-8	i	-5	-0.9	3	8	-7	-1	-1
O=C(NCC1(N2CCCCC2)CCCCC1)c1ccc(NS(=O)(=O)c2ccccc2)cc1	-12	i	-3	-1.8	5	-19	-7	4	4
O=S(=O)(Nc1ccc(S(=O)(=O)Nc2ncccn2)cc1)c1ccc(Cl)cc1	3	i	-4	-0.9	0	5	-3	4	1
COc1ccc(/C=C/C(=O)OCC(=O)Nc2cc(S(=O)(=O)N(C)C)ccc2Cl)cc1	-1	i	-1	0.8	-7	-11	-6	-3	0
O=C(Nc1cccc(S(=O)(=O)NC2=NCCC2)c1)c1ccccc1F	0	i	-2	0.8	0	-4	-9	-1	2
CCn1c2ccccc2c2cc(CN3CCN(S(C)(=O)=O)CC3)ccc21	-14	i	-4	1.5	-7	5	9	1	6.1*
CCc1ccc(CN2CCN(C(=O)c3cccc(OC)c3OC)CC2)cc1	2	i	-3	-0.5	-2	1	-1	-1	2
CCC(OC(=O)CCc1nc2ccccc2[nH]c1=O)C(=O)c1ccccc1 (configuration not stated)	0	i	-6	2.1	-2	-14	-4	3	-3
CCc1cc(=O)oc2c(C)c(OC(C)C(=O)N3CC[C@@]4(O)CCCC[C@H]4C3)ccc12 (some centres not stated)	-6	i	-3	-0.6	0	8	-2	2	-1
COc1cc(NC(=O)COC(=O)/C=C/c2c(C)nn(-c3ccc(F)cc3)c2Cl)cc(OC)c1	-10	i	-6	-1.8	2	-12	45	5	2
CC1(c2nnc(Cc3ccccc3)o2)CC(c2ccccc2[N+](=O)[O-])=NO1 (configuration not stated)	5	i	-9	·	-1	-130	-4	-5	-3
Cc1ccsc1C(=O)NCc1ccc(F)cc1	-4	i	-5	-0.3	5	-7	-2	1	-1
Cc1ccccc1Cc1c(C)nc2nc(SCC(=O)NCCCN3CCCCC3)nn2c1C	7	i	-6	·	-4	15	-6	-1	0
Cc1ccccc1N1CCN(C2CCCN(C(=O)c3ccsc3)C2)CC1 (configuration not stated)	9	i	-7	-0.2	-6	-5	-5	3	0
COc1ccccc1NC(=O)N(Cc1cccs1)Cc1cc2cc3c(cc2[nH]c1=O)OCO3	-9	i	-4	1.3	0	-18	29	4	-2
N#C/C(=C\c1ccc(OCc2ccc(C(=O)O)cc2)cc1)C(=O)NCc1ccccc1	-2	i	-3	3.0	4	-10	2	2	-2

Screening results as filed in PubChem.
